From PubChem BioAssay
SF-1 act – SF-1 (human) activation; Q13285; CHO-K1 Gal4-SF-1 LBD luciferase reporter; % increase over DMSO SF-1-specific signal; activation, % at 10 µM; 1.9% of 65,000 active;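 active = activation above the mean activation of all tested compounds plus 3 SD, cut at about 50% in these data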
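material = CHO-K1 cells with Gal4–hSF-1 LBD chimera plus Gal4-driven luciferase | compound = 10 µM single point, 1% DMSO | incubation = 20 h compound exposure at 37 °C after 1 h cell settling | measured by = SteadyLite luciferase luminescence | evaluation = percent activation relative to DMSO median and mock-transfected background | control set = DMSO negative control and −SF1 background wells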
RORA act – RORA (human) activation | AID 560 | 1.5% of 65,000 active | P35398 | CHO-K1 Gal4-RORA LBD luciferase reporter, luminescence; percent increase over mock-subtracted basal signal | activation, % at 10 µM;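 active = activation above the mean of all tested compounds plus 3 SD, cut at about 49% in these data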;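 also: 0% = DMSO-treated RORA cells and 100% = added signal equal to DMSO minus mock-transfected cells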
Target sequence (P35398 whole entry, looked up, the tested form may be a part): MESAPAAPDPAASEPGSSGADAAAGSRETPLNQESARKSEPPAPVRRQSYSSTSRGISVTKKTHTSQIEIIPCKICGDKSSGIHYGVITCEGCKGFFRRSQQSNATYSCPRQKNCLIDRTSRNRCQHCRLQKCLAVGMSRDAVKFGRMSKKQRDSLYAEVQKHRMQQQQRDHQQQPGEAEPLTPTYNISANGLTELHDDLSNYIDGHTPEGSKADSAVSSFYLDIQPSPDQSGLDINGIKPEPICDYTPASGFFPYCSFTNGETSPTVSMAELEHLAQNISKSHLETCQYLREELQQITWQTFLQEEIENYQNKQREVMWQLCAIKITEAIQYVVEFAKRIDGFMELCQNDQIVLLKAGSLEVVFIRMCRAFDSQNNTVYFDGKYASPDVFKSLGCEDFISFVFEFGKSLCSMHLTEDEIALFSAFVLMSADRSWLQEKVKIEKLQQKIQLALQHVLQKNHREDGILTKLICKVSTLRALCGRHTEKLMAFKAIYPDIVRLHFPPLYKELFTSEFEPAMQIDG
FXIIa inh mix – factor XIIa (human) inhibition, mixture screen | inhibition, % at 5 µM | purified FXIIa, fluorogenic substrate, pooled mixtures | 0.2% of 62,000 active | P00748; in the data active = inhibition above about 20%, passing the limit was not always enough;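 also: 0% = enzyme without compound and 100% = no enzyme blank; some results filed as inactive read as strong as hits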
Cdc25B block – human M-phase inducer phosphatase 2 inhibition; inhibition, %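 (compounds tested at 10 µM final in the well)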; P30305; 0.1% of 65,000 active; recombinant Cdc25B, OMFP fluorescence Ex485/Em525; in the data active = inhibition above about 50%
Target sequence (P30305 whole entry, looked up): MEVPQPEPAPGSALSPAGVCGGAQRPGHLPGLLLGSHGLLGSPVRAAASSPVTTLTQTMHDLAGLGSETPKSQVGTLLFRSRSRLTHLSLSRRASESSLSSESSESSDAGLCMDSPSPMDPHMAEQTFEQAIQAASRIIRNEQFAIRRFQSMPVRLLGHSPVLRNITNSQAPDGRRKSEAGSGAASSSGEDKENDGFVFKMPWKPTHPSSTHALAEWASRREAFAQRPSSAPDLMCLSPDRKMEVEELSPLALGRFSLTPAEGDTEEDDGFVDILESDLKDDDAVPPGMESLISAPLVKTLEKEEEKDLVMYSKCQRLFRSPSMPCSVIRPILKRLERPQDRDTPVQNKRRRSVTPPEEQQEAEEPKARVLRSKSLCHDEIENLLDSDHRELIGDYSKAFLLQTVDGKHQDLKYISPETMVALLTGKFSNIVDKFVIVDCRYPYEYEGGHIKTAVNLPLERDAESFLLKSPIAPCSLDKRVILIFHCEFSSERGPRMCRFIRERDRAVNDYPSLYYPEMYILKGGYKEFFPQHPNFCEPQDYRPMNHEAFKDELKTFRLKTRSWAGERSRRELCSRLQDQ
D1 mod – allosterically modulates the human D1 dopamine receptor | P21728 | HEK293 D1, CRE-luciferase, dopamine EC30 potentiation; actives deviate in either direction | B-score at 10 µM | 5.9% of 58,000 active | AID 641;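 active = luminescence count or its row- and column-corrected plate score outside the 99.7% band of the plate's sample wells, on either side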
HER2 expr 66K – lowers expression of human Her2 kinase. 0.69% of 65,000 active. SKBR-3 HER2 protein level, AlphaScreen, 18-24 h; active compounds read low. HER2 level % of control, % at 10 µM;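 active = HER2 level under 5% of the carrier-only control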;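 also: 100% = DMSO carrier and 0% = 500 nM PU-H71 HSP90 inhibitor; lower value means stronger loss of Her2 protein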
Hsp90 inh – displaces geldanamycin probe from tumor Hsp90; P07900; NCI-N417 lysate Hsp90, Cy3B-geldanamycin FP displacement; inhibition, % at 30 µM; 0.35% of 64,000 active;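 active = inhibition above 50%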;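 also: 0% = tracer plus lysate wells and 100% = tracer alone without lysate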
TNAP act mid DEA – human TNAP activation, intermediate phosphate acceptor | P05186 | purified TNAP, CDP-star luminescence, 100 mM DEA, 30 min; active compounds read high; scale: 0 levamisole-inhibited, 1 vehicle-only enzyme | activation factor at 20 µM | 64,000 tested, under 10 active | AID 813;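 active = activation factor of at least 2 at 20 µM, relative to controls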
DUSP1 inh – inhibitors of human MKP-1 phosphatase. recombinant MKP-1, OMFP hydrolysis fluorescence. inhibition, %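 (compounds tested at a single concentration somewhere between 10 and 100 µM)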. AID 374. 0.15% of 65,000 active. P28562;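 active = inhibition above about 50%, limit read from the data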;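 also: 0% = DMSO max control wells and 100% = wells with enzyme stopped by NaOH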
Starred values were filed as active, the others as inactive. Not a hit list; any-hit rate near 8.9%.

Results for CC(C)OC(=O)CSc1nnc(-c2ccc(O)cc2)n1Cc1ccccc1 ?
SF-1 act: 12; RORA act: -9; FXIIa inh mix: 5; Cdc25B block: -7; D1 mod: 0.22; HER2 expr 66K: 58; Hsp90 inh: -2; TNAP act mid DEA: 0.8; DUSP1 inh: -5

How did O=C(Cc1ccc(S(=O)(=O)N2CCOCC2)s1)Nc1ccc2c(c1)CCC2 do in these assays?
SF-1 act: 23; RORA act: 5; FXIIa inh mix: -1; Cdc25B block: -7; D1 mod: 0.098; HER2 expr 66K: 95; Hsp90 inh: -2; TNAP act mid DEA: 0.9; DUSP1 inh: 8

Results for CC(C)Cc1cc(C(=O)O)n[nH]1 ?
SF-1 act: 1; RORA act: 14; FXIIa inh mix: -10; Cdc25B block: -14; D1 mod: -0.25; HER2 expr 66K: 147; Hsp90 inh: 0; TNAP act mid DEA: 0.8; DUSP1 inh: 20

What do the screens show for `O=C1CC(c2ccco2)Cc2nc(NCC3CCCO3)ncc21` (configuration not stated)?
SF-1 act: 7; RORA act: -2; FXIIa inh mix: -15; Cdc25B block: 4; D1 mod: 1.3; HER2 expr 66K: 96; Hsp90 inh: -2; TNAP act mid DEA: 0.9; DUSP1 inh: -10

What do the screens show for `C=CCOc1ccc(C2N3CC4(C)CN2CC(CCC)(C3)C4=O)cc1` (configuration not stated)?
SF-1 act: -17; RORA act: -13; FXIIa inh mix: 4; Cdc25B block: -17; HER2 expr 66K: 100; Hsp90 inh: 3; TNAP act mid DEA: 0.9; DUSP1 inh: 2

Results for Cc1cc2c(c(=O)o1)C1(C(=O)N(C)c3ccccc31)C(C#N)=C(N)O2 (configuration not stated) ?
SF-1 act: -10; RORA act: 2; FXIIa inh mix: 3; Cdc25B block: -14; D1 mod: -0.13; HER2 expr 66K: 70; TNAP act mid DEA: 0.9; DUSP1 inh: 3

Results for Cc1ccccc1-c1nc(CS(=O)(=O)CC(=O)NCCN2CCOCC2)c(C)o1 ?
SF-1 act: 7; RORA act: 8; FXIIa inh mix: 10; Cdc25B block: -9; HER2 expr 66K: 81; Hsp90 inh: -3; TNAP act mid DEA: 0.9; DUSP1 inh: 3

How did O=C(c1cc2ccccc2o1)n1nnc2ccccc21 do in these assays?
SF-1 act: 9; RORA act: -7; FXIIa inh mix: 11; Cdc25B block: -4; HER2 expr 66K: 87; Hsp90 inh: -1; TNAP act mid DEA: 0.9; DUSP1 inh: 8

How did Cc1sc2nc(SCc3nnc(-c4cccs4)o3)n(C3CCCC3)c(=O)c2c1C do in these assays?
SF-1 act: 6; RORA act: -20; FXIIa inh mix: 1; Cdc25B block: 1; D1 mod: 2.7; HER2 expr 66K: 90; Hsp90 inh: -2; TNAP act mid DEA: 0.9; DUSP1 inh: 5

Results for Cc1ccc(SCc2[nH]nc3c2C(c2cccnc2)C(C#N)=C(N)O3)cc1 (configuration not stated) ?
SF-1 act: -14; RORA act: -11; FXIIa inh mix: 4; Cdc25B block: -1; D1 mod: -0.035; HER2 expr 66K: 119; Hsp90 inh: -1; TNAP act mid DEA: 1; DUSP1 inh: 4

What do the screens show for `COCCn1nnnc1C(c1cccs1)N1CCN(c2ccccc2)CC1` (configuration not stated)?
SF-1 act: -20; RORA act: -18; FXIIa inh mix: 1; Cdc25B block: -4; D1 mod: 1.2; HER2 expr 66K: 93; Hsp90 inh: -3; TNAP act mid DEA: 0.9; DUSP1 inh: -10

Results for COc1ccc(C2C(=O)N(C3CCCCC3)CC(=O)N2CCc2ccccc2)cc1OC (configuration not stated) ?
SF-1 act: -2; RORA act: -2; FXIIa inh mix: 0; Cdc25B block: -5; D1 mod: 1.3; HER2 expr 66K: 127; Hsp90 inh: 2; TNAP act mid DEA: 1; DUSP1 inh: 9

What do the screens show for `O=C(O)C1CC(=O)N(c2ccc(Br)cc2)C1` (configuration not stated)?
SF-1 act: -7; RORA act: -5; FXIIa inh mix: -15; Cdc25B block: -4; D1 mod: 0.49; HER2 expr 66K: 107; Hsp90 inh: -2; TNAP act mid DEA: 0.9; DUSP1 inh: -6

How did CC(=O)OC(C(=O)NCS(=O)(=O)c1ccc(C)cc1)c1cccnc1 (configuration not stated) do in these assays?
SF-1 act: 6; RORA act: -3; FXIIa inh mix: 6; Cdc25B block: -23; D1 mod: -2.1; HER2 expr 66K: 99; Hsp90 inh: -4; TNAP act mid DEA: 1; DUSP1 inh: 0

How did Cc1ccn2cc(CCNC(=O)CC(C)(C)C)nc2c1 do in these assays?
SF-1 act: 2; RORA act: 13; FXIIa inh mix: -2; Cdc25B block: 12; D1 mod: 0.28; HER2 expr 66K: 78; Hsp90 inh: -2; TNAP act mid DEA: 0.9; DUSP1 inh: -2

What do the screens show for `Cc1ccc2cc(CCNC(=O)c3ccc(Br)o3)c(=O)[nH]c2c1`?
SF-1 act: 1; RORA act: 8; FXIIa inh mix: 2; Cdc25B block: -14; D1 mod: 0.61; HER2 expr 66K: 84; Hsp90 inh: -3; TNAP act mid DEA: 0.8; DUSP1 inh: -2

Results for COc1cccc(-n2ccnc2SCC(=O)Nc2cc(OC)ccc2OC)c1 ?
SF-1 act: -3; RORA act: -6; FXIIa inh mix: 11; Cdc25B block: -13; D1 mod: 0.44; HER2 expr 66K: 79; Hsp90 inh: -1; TNAP act mid DEA: 1; DUSP1 inh: 8

What do the screens show for `Cc1noc(C)c1COC(=O)CCCOc1ccc(Cl)cc1Cl`?
SF-1 act: 0; RORA act: -4; FXIIa inh mix: 5; Cdc25B block: -15; HER2 expr 66K: 112; Hsp90 inh: -5; TNAP act mid DEA: 0.9; DUSP1 inh: -2

How did CCOc1nc(CC)nc(NC(=O)NS(=O)(=O)c2ccccc2Cl)n1 do in these assays?
SF-1 act: 16; RORA act: 13; FXIIa inh mix: 6; Cdc25B block: -2; D1 mod: 1.1; HER2 expr 66K: 82; Hsp90 inh: -2; TNAP act mid DEA: 0.9; DUSP1 inh: -5

How did O=C(Nc1ccc(-c2nc3cccnc3s2)cc1)c1ccc(Br)o1 do in these assays?
SF-1 act: 27; RORA act: 39; FXIIa inh mix: 5; Cdc25B block: 3; D1 mod: 0.48; HER2 expr 66K: 57; Hsp90 inh: -2; TNAP act mid DEA: 1; DUSP1 inh: 8

How did CCOc1ccccc1NC(=O)CSc1ccccc1 do in these assays?
SF-1 act: 5; RORA act: 0; FXIIa inh mix: -6; Cdc25B block: -14; D1 mod: 0.17; HER2 expr 66K: 136; TNAP act mid DEA: 0.9; DUSP1 inh: 15

Results for c1ccc(CC2CCN(c3nc(N4CCOCC4)nc(N4CCOCC4)n3)CC2)cc1 ?
SF-1 act: 9; RORA act: -9; FXIIa inh mix: 4; Cdc25B block: -16; D1 mod: -0.29; HER2 expr 66K: 92; Hsp90 inh: -3; TNAP act mid DEA: 0.9; DUSP1 inh: 24

Results for CC(C)CC(=O)Nc1ccc(C(=O)COc2ccc(-c3nnco3)cc2)cc1 ?
SF-1 act: 0; RORA act: 4; FXIIa inh mix: 8; Cdc25B block: -7; D1 mod: -0.94; HER2 expr 66K: 124; TNAP act mid DEA: 0.9; DUSP1 inh: 13

How did c1ccc(CCNc2c3c(nc4ncnn24)CCC3)cc1 do in these assays?
SF-1 act: -4; RORA act: -6; FXIIa inh mix: 1; Cdc25B block: -9; D1 mod: -0.61; HER2 expr 66K: 104; Hsp90 inh: -4; TNAP act mid DEA: 0.9; DUSP1 inh: 14

Results for CCOc1ccc(NC(=O)C2CC(=O)NC(N3CCc4ccccc43)=N2)cc1 (configuration not stated) ?
SF-1 act: 10; RORA act: 13; FXIIa inh mix: 4; Cdc25B block: 6; HER2 expr 66K: 102; Hsp90 inh: -2; TNAP act mid DEA: 1; DUSP1 inh: 5

Results for CCOc1cc(CN2CCN(C(=O)CC(C)C)CC2)ccc1OC ?
SF-1 act: -14; RORA act: 1; FXIIa inh mix: 1; Cdc25B block: -9; D1 mod: 0.06; HER2 expr 66K: 91; Hsp90 inh: 0; TNAP act mid DEA: 0.9; DUSP1 inh: 14

How did COc1cccc(C(=O)CSc2nnc(CNS(=O)(=O)c3ccc(C)cc3)n2C)c1 do in these assays?
SF-1 act: 11; RORA act: -21; FXIIa inh mix: 10; Cdc25B block: 2; D1 mod: 0.18; HER2 expr 66K: 78; Hsp90 inh: -1; TNAP act mid DEA: 0.9; DUSP1 inh: -6

How did Cc1cc(C)n(C(=O)c2ccc(NC(=O)CC(C)C)cc2)n1 do in these assays?
SF-1 act: -6; RORA act: 0; FXIIa inh mix: 7; Cdc25B block: -5; D1 mod: -0.54; HER2 expr 66K: 59; Hsp90 inh: -2; TNAP act mid DEA: 1; DUSP1 inh: 4

Results for Cc1cccn2c(=O)c3cc(C(=O)NCC4CCCO4)c(=N)n(Cc4cccnc4)c3nc12 (configuration not stated) ?
SF-1 act: -6; RORA act: 5; FXIIa inh mix: -1; Cdc25B block: -23; D1 mod: 2.1; HER2 expr 66K: 112; Hsp90 inh: -7; TNAP act mid DEA: 0.9; DUSP1 inh: 8

How did O=S(=O)(Nc1ccc2c(c1)OCO2)c1ccc(Br)s1 do in these assays?
SF-1 act: 2; RORA act: 9; FXIIa inh mix: -11; Cdc25B block: -3; D1 mod: 0.28; HER2 expr 66K: 99; Hsp90 inh: 29; TNAP act mid DEA: 0.8; DUSP1 inh: -5

Results for COc1cc(NC(=O)CSc2nnc(C)s2)cc(OC)c1OC ?
SF-1 act: 16; RORA act: 1; FXIIa inh mix: -24; Cdc25B block: 0; D1 mod: -0.48; HER2 expr 66K: 81; Hsp90 inh: -2; TNAP act mid DEA: 0.9; DUSP1 inh: -1

What do the screens show for `COc1ccc(N2CCN(C(=O)CCCn3c(=S)[nH]c4cc5c(cc4c3=O)OCO5)CC2)cc1`?
SF-1 act: 4; RORA act: 14; FXIIa inh mix: 6; Cdc25B block: -8; D1 mod: 0.41; HER2 expr 66K: 34; Hsp90 inh: -2; TNAP act mid DEA: 0.9; DUSP1 inh: 6

What do the screens show for `Cc1cc(NC(=O)CSc2ccc3nnc(-c4ccc(Cl)cc4)n3n2)no1`?
SF-1 act: 1; RORA act: -8; FXIIa inh mix: 5; Cdc25B block: -12; D1 mod: 0.07; HER2 expr 66K: 91; Hsp90 inh: -4; TNAP act mid DEA: 0.9; DUSP1 inh: 41

What do the screens show for `Cc1ccc(S(=O)(=O)NC(=O)c2cc(C)n(CCCN3CCOCC3)c2C)cc1`?
SF-1 act: 4; RORA act: -6; FXIIa inh mix: -21; Cdc25B block: -1; D1 mod: -2.4*; HER2 expr 66K: 89; Hsp90 inh: -4; TNAP act mid DEA: 1; DUSP1 inh: 25

Results for COc1cc(-c2nc(S(=O)(=O)c3ccc(Cl)cc3)c(N(C)C)o2)cc(OC)c1OC ?
SF-1 act: -18; RORA act: -26; Cdc25B block: -4; D1 mod: 0.71; HER2 expr 66K: 65; Hsp90 inh: -1; DUSP1 inh: -4

What do the screens show for `CCOC(=O)CN(C(=O)CSc1nnc(CNc2ccc(F)cc2)o1)c1ccccc1`?
SF-1 act: -19; RORA act: -1; FXIIa inh mix: -20; Cdc25B block: -7; D1 mod: -0.17; HER2 expr 66K: 107; Hsp90 inh: 0; TNAP act mid DEA: 0.9; DUSP1 inh: -2

Reprinted at random: two entries already listed.
What do the screens show for `Cc1ccc(S(=O)(=O)NC(=O)c2cc(C)n(CCCN3CCOCC3)c2C)cc1`?
SF-1 act: 4; RORA act: -6; FXIIa inh mix: -21; Cdc25B block: -1; D1 mod: -2.4*; HER2 expr 66K: 89; Hsp90 inh: -4; TNAP act mid DEA: 1; DUSP1 inh: 25

Results for COc1cc(NC(=O)CSc2nnc(C)s2)cc(OC)c1OC ?
SF-1 act: 16; RORA act: 1; FXIIa inh mix: -24; Cdc25B block: 0; D1 mod: -0.48; HER2 expr 66K: 81; Hsp90 inh: -2; TNAP act mid DEA: 0.9; DUSP1 inh: -1
